CAL PDZ FP-1 = human CAL PDZ-peptide interaction inhibition | Q9HD26 | purified CAL PDZ, TMR-peptide fluorescence polarization, 1 h | inhibition, % at 20 µM | hit rate 0.02% among 330,000 | AID 504414;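 active means highest replicate inhibition of at least 40%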;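 further: plate controls were DMSO neutral control wells for no effect and unlabeled competitor peptide control wells for full effect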
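Material – purified CerCALP PDZ construct · Detection – FP readout, S and P plane fluorescence · Measure – percent inhibition from loss of millipolarization · Controls – unlabelled peptide for full inhibition, DMSO wells as neutral · Probe or stimulus – TMR-labelled reporter peptide T*-PRC34 bound in PDZ groove · Times – 1 h at RT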
AddAB inh = less growth of phage-infected E. coli with AddAB; E. coli expressing H. pylori AddAB, absorbance growth; inhibition, % at 11.9 µM; hit rate 0.29% among 330,000; AID 435030; in the data active means inhibition above about 12%;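 further: 0% = vehicle wells of infected cells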
E coli growth = bacterial growth inhibition, counter-screen for AddAB inhibitors; E. coli V3065 growth, OD600 absorbance, 18 h; inhibition, % at 11.9 µM; hit rate 0.27% among 330,000; AID 449728;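 active means inhibition above the campaign's mean inhibition across all tested compounds plus 3 SD, cut at about 9.9% in these data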;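 further: uninfected addAB+ strain grown without phage in ampicillin broth; 0% = DMSO wells and 100% = ciprofloxacin 0.95 µg/ml wells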
phage Ecoli inh = E. coli growth loss with phage present; growth absorbance; inhibition, % at 11.9 µM; hit rate 0.26% among 360,000; AID 651602; in the data active means inhibition above about 11%
SR-BI DiI inh = blocks mouse SR-BI lipid uptake from DiI-HDL. Q61009. hit rate 0.96% among 320,000. ldlA[mSR-BI] CHO cells, DiI-HDL uptake fluorescence, 3 h. AID 488896. inhibition, % at 12.5 µM;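 active means mean replicate inhibition of at least 70% and a set share of replicates each scoring 70 or more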;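 further: 0% = median of neutral control wells and 100% = median of positive control wells; values of inactives mirror those of a sister screen read the other way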
Target sequence (Q61009 whole entry, looked up): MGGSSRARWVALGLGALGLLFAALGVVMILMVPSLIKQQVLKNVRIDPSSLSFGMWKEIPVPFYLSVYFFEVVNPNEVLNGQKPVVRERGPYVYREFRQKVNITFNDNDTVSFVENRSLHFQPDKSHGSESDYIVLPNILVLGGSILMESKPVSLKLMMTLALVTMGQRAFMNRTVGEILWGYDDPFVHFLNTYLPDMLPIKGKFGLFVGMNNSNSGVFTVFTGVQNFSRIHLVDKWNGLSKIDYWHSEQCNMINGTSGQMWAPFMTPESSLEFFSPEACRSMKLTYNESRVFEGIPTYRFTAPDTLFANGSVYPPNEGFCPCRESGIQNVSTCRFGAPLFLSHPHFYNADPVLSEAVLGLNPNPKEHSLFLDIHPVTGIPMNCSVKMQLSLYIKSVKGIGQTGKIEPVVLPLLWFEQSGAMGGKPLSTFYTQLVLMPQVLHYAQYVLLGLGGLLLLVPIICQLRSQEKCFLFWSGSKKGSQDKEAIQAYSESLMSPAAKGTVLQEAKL
Tat transport = blocks Tat-dependent protein export in E. coli; AID 488895; E. coli MC4100 TorA-mCherry Tat export, fluorescence; inhibition, % at 10 µM; hit rate 0.036% among 340,000;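 active means mean replicate inhibition at least 50% and at least half of replicates individually reaching 50%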;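 further: exported cargo escapes ClpAP degradation while cytoplasmic cargo is degraded and loses fluorescence; 0% = median of neutral control wells and 100% = median of NaSCN control wells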
CAL PDZ FP-2 = CAL PDZ (human) peptide binding inhibition; Q9HD26; purified CAL PDZ, TMR-peptide fluorescence polarization, 1 h; inhibition, % at 24.9 µM; hit rate 0.92% among 300,000; AID 602252;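 active means mean inhibition of at least 30% with at least half of replicates also reaching 30%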;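 further: 0% = DMSO neutral control and 100% = excess unlabeled competitor peptide PRC23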
MITF TRPM1 HTS = activators of MITF-driven TRPM1 promoter activity in SK-MEL-5 cells | SK-MEL-5 TRPM1-promoter luciferase, 24 h; % of positive control, neutral wells = 0 | activation, % at 12.5 µM | hit rate 0.75% among 300,000;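 active means mean activation of at least 80% with every replicate also reaching 80%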;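 further: 0% = neutral control wells and 100% = parthenolide positive control wells; values of inactives mirror those of a sister screen read the other way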
SR-BI uptake up = enhances SR-BI lipid uptake from DiI-HDL; CHO ldlA[mSR-BI] cells, DiI-HDL uptake fluorescence, 3 h; 100 = double the neutral-control signal; activation, % at 12.5 µM; hit rate 0.096% among 320,000;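 active means mean replicate activation of at least 60% and every replicate at or above 60%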;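 further: 0% = median plate neutral-control signal and 100% = twice that signal; values of inactives mirror those of a sister screen read the other way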
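Test system: SR-BI-overexpressing, LDLR-lacking CHO cells; Medium: Ham's F12 with 0.5% BSA, HEPES 25 mM, pH 7.4; Schedule: 3 h, 37 °C; Technique: bottom-read fluorescence, 550/595 nm.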
Wnt bcat act = activators of Wnt/beta-catenin signaling; Wnt/beta-catenin reporter cell assay, activator, plate reader; activation, % at 9.35 µM; hit rate 1.2% among 300,000; in the data active means activation above about 30%, passing the limit was not always enough;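 further: 0% = neutral control wells and 100% = positive control wells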
Active calls of the source: *; · = no result given.

canonical_smiles,CAL PDZ FP-1,AddAB inh,E coli growth,phage Ecoli inh,SR-BI DiI inh,Tat transport,CAL PDZ FP-2,MITF TRPM1 HTS,SR-BI uptake up,Wnt bcat act
CS(=O)(=O)c1ccc(CNC(=O)[C@]2(C(F)(F)F)C[C@H](CCc3ccccc3)CCCO2)cc1,-2.6,0.3,-3.8,2.9,30,11,0,-1,-30,-3
COc1ccc(C2(CNC(=O)c3cc(OC)c(OC)c(OC)c3)CCCC2)cc1OC,-0.9,·,·,1.9,29,-1,-1,·,-29,-2
CN(C)S(=O)(=O)c1ccc2nc(NC(=O)c3cccs3)sc2c1,-3.2,0.7,-0.5,0.9,12,-1,-11,52,-12,·
COc1ccc(N(CC(=O)NCC(C)C)S(=O)(=O)c2ccccc2)cc1,-0.5,3.8,0.6,1.7,-15,-1,-3,-5,15,-1
CCc1ccc2[nH]c(=O)c(CN(CCN(C)C)C(=O)Nc3ccccc3)cc2c1,-2.8,-1.0,-0.2,2.4,-4,2,-1,-5,4,·
CCc1nnc(NC(=O)c2ccc(COc3ccccc3)o2)s1,-0.5,1.1,-0.8,1.9,6,0,·,6,-6,·
CC1(C)CC(NC(=S)NC(=O)c2cc(Br)ccc2Cl)CC(C)(C)N1,-1.0,4.0,2.5,3.2,10,-2,-2,23,-10,0
CCc1ccc(C(=O)NNc2cc(Cl)ccc2Cl)cc1,0.6,2.4,1.1,1.8,47,21,3,3,-47,-3
CN(C)C(=O)c1cn(-c2ccccc2)c(=O)c2ccccc12,-1.1,0.7,1.6,1.5,1,-5,-5,·,-1,·
O=C(COC(=O)CNS(=O)(=O)c1ccccc1)Nc1ncc(Cl)cc1Cl,-2.2,-1.3,-2.8,5.5,-26,15,2,-2,26,-4
CC1CCCCN1C(=O)CSc1nc(N)cc(=O)[nH]1 (centres undefined),0.1,1.3,-3.6,1.7,-3,6,1,8,3,·
Cc1nnc(-c2ccccc2)nc1N(C)C,-1.2,2.7,0.5,3.3,-3,1,-10,5,3,0
CCCCN(CC(=O)Nc1cccc(S(=O)(=O)N2CCCC2)c1)Cc1nc2ccccc2c(=O)[nH]1,-1.9,·,·,2.2,25,20,-4,-11,-25,0
CC1(c2ccc(Cl)cc2)NC(=O)N(CC(=O)c2ccc3c(c2)OCO3)C1=O (centres undefined),-2.1,1.1,-0.7,2.6,-26,3,0,-2,26,-2
C=C[C@@H]1c2cccc(C)c2N(S(=O)(=O)c2ccc(C)cc2)[C@H](c2ccc(OC(C)=O)cc2)C1(C#N)C#N,0.3,5.8,3.1,1.4,17,1,2,-15,-17,-2
O=C(CCCN1C(=O)c2ccccc2C1=O)Nc1nc2ccccc2[nH]1,-1.2,-1.4,-0.1,3.3,·,0,1,-2,·,-2
CCc1cccc(N(C(=O)c2csnn2)C(C(=O)NC2CCCCC2)c2ccncc2)c1 (centres undefined),-0.3,1.7,1.6,-4.5,-6,-4,-1,-4,6,-3
COc1ccc2cc(C(=O)C3CCCN(C(=O)C4=NN(C)C(=O)CC4)C3)ccc2c1 (centres undefined),-3.7,-0.5,-1.4,0.6,1,3,-6,-4,-1,0
CCOc1c2ccc(C(=O)NC3CCCc4ccccc43)cc2nn1C (centres undefined),-1.1,3.4,3.1,-0.5,17,-4,-3,7,-17,-1
Cc1ccc(/C=C/C(=O)NCc2cccs2)c(C)c1,-3.1,0.7,0.0,-1.5,9,0,3,41,-9,29
O=C(COC(=O)CCC(=O)c1ccccc1)NCCc1ccccc1,-1.7,2.2,-0.6,1.2,6,0,-2,4,-6,-1
C=CCCC(=O)N1CCCC(C(=O)c2cccc(OC)c2)C1 (centres undefined),0.8,1.2,-0.2,-1.8,-23,-5,0,·,23,0
COc1ccc(CN(C)S(=O)(=O)c2nnc(NC(=O)c3cccc(F)c3)s2)cc1OC,0.1,3.7,-1.2,-0.3,-4,-2,·,0,4,0
COc1cc(C2CC(=O)Nc3cc(C)c(C)cc32)cc(OC)c1OC (centres undefined),-1.0,4.3,1.9,2.8,-29,14,-3,-11,29,·
O=C(NC(=S)NC1CCCc2ccccc21)c1ccco1 (centres undefined),-1.2,4.2,4.5,4.4,10,-2,-5,-2,-10,0
CC1(C(=O)NCc2cccnc2)CCC(=O)N1Cc1cccs1 (centres undefined),-0.5,-2.1,-0.3,3.9,-4,-3,·,·,4,2
CCCc1nn2c(=O)cc(CSCC(=O)Nc3ccc(F)cc3)nc2s1,-0.2,1.7,-1.4,2.5,-7,9,2,1,7,-1
CN1CCN(C(=S)NC(=O)c2ccccc2Br)CC1,-1.8,0.6,1.9,1.0,-1,-5,-4,9,1,1
CSCCC1NC2(C(=O)Nc3ccc(Cl)cc32)[C@@H]2C(=O)N(C3CCCC3)C(=O)[C@H]12 (some centres undefined),·,0.1,-2.5,0.6,13,2,·,·,-13,-1
CCC(=O)c1ccc(OCc2ccc(C#N)cc2)cc1,·,2.2,0.0,5.9,6,10,1,-4,-6,8
COc1cccc(C(=O)CSc2nnc(COc3cccc4cccnc34)o2)c1,-2.9,0.1,0.7,2.5,5,17,0,-6,-5,-2
COc1cccc(N(C(=O)Cn2nnc(-c3cccs3)n2)C(C(=O)NC(C)C)c2ccc(C)o2)c1 (centres undefined),-0.1,0.7,1.1,3.0,-7,-7,-2,-18,7,·
COc1ccc(C(=O)NCc2nnc(SCC(=O)NCc3ccco3)o2)cc1,-0.6,4.5,2.4,0.6,-1,5,88*,1,1,-1
COc1ccc(CN(C(=O)c2oc3ccccc3c2C)C2CCS(=O)(=O)C2)cc1OC (centres undefined),0.7,1.9,-1.4,-0.3,6,-7,·,8,-6,·
COc1ccc(/C=N/n2c(-c3ccc(C)cc3)n[nH]c2=S)cc1OC,-0.9,4.9,-0.3,1.6,36,-9,3,17,-36,-2
O=C1CCCc2oc3c(cc(NS(=O)(=O)c4ccc5c6c(cccc46)C(=O)N5)c4ccccc43)c21,-7.1,1.7,0.1,1.7,·,9,-4,6,·,19
O=C1C=C(c2ccccc2)OC(c2ccccc2)O1 (centres undefined),-7.9,2.6,-0.2,0.6,-8,2,47*,2,8,-1
COc1ccc(CCN(Cc2cc3cc(C)c(C)cc3nc2Cl)C(=O)C2CC2)cc1,-0.6,1.4,2.9,-0.3,-19,-11,-5,1,19,·
CCOC(=O)c1cncc(C#CCOC(=O)Nc2ccc(OC(F)(F)F)cc2)c1,0.8,2.0,-3.2,0.4,-1,3,·,-8,1,-1
Cc1ccc(NC(=S)NNc2ccc([N+](=O)[O-])cc2S(=O)(=O)Nc2ccccc2C(=O)O)cc1C,-0.9,-0.8,-1.3,2.9,23,4,0,-3,-23,9

Arranged by SMILES length (low to high): 3 of the compounds above.
canonical_smiles,CAL PDZ FP-1,AddAB inh,E coli growth,phage Ecoli inh,SR-BI DiI inh,Tat transport,CAL PDZ FP-2,MITF TRPM1 HTS,SR-BI uptake up,Wnt bcat act
CC1(C(=O)NCc2cccnc2)CCC(=O)N1Cc1cccs1 (centres undefined),-0.5,-2.1,-0.3,3.9,-4,-3,·,·,4,2
COc1cccc(C(=O)CSc2nnc(COc3cccc4cccnc34)o2)c1,-2.9,0.1,0.7,2.5,5,17,0,-6,-5,-2
COc1ccc(CN(C(=O)c2oc3ccccc3c2C)C2CCS(=O)(=O)C2)cc1OC (centres undefined),0.7,1.9,-1.4,-0.3,6,-7,·,8,-6,·

The list continues.
canonical_smiles,CAL PDZ FP-1,AddAB inh,E coli growth,phage Ecoli inh,SR-BI DiI inh,Tat transport,CAL PDZ FP-2,MITF TRPM1 HTS,SR-BI uptake up,Wnt bcat act
CC(C)(C)c1ccc(Cn2cnc(-c3ccc([N+](=O)[O-])cc3)c2)cc1,-1.3,5.3,-0.2,5.5,-25,1,-3,49,25,10
COc1ccc(-c2nc(-c3ccccc3)nc(Cl)c2C#N)cc1,-2.8,-0.1,-1.3,0.0,-22,-11,·,-18,22,-5
CCN(CC)C(=O)c1cc(-c2ccccc2OC)on1,-0.2,0.9,-1.8,3.5,18,-6,·,37,-18,11
COc1cc(NC(=O)CN(C)S(=O)(=O)c2ccc(C)cc2)cc(OC)c1,-1.1,1.6,-1.2,0.0,-6,1,-8,-14,6,-3
CN(Cc1ccccc1)C(=O)c1cccc(NC(=O)Cc2cccc(NC(=O)C3CCN(C(=O)c4ccccc4)CC3)c2)c1,0.1,·,·,1.7,68,2,3,5,-68,-6
Cc1cc(C)c2nc(N(CCCN(C)C)C(=O)c3ccc(S(=O)(=O)N4CCCCCC4)cc3)sc2c1,-1.5,-2.6,-0.3,4.1,-4,11,·,-20,4,-4
CCCN(CCC)S(=O)(=O)c1ccc(C(=O)OCCN2C(=O)c3cccc4c(N5CCOCC5)ccc(c34)C2=O)cc1,0.4,2.6,4.5,·,31,5,-5,-2,-31,·
COc1ccc(OC)c2[nH]c(=O)c(CCNC(=O)CC(C)C)cc12,0.8,0.6,0.9,-0.1,21,-6,·,-6,-21,·
C=CCSc1nc2ccccc2c2nc(-c3ccccc3)nn12,1.3,3.4,1.5,-0.5,-38,-3,-3,7,38,·
COC(=O)c1c(C(=O)OC)c(-c2cccc(C)c2)n2c1CS(=O)C2 (centres undefined),-1.2,1.9,-1.3,3.0,1,4,1,0,-1,-1
COc1cc(/C=N/NC(=O)c2cccnc2)ccc1OS(=O)(=O)c1cc(C)ccc1C,-3.5,0.2,-2.6,0.7,48,-2,-14,-7,-48,-4
O=C(COc1ncnc2ccc(Br)cc12)NCc1ccco1,-0.9,0.1,-0.2,0.5,-30,0,9,-3,30,7
COc1ccc(N/N=C/c2c(C(=O)O)ccc3ccccc23)cc1,-0.7,11,16*,11*,·,-5,4,-67,·,0
COc1cc2c(cc1OC)-c1cc(NC3CCCCC3)nc(=O)n1CC2,-2.3,2.4,0.9,5.5,-19,5,-4,13,19,·
COc1ccc(-c2csc(NC(=O)c3c(C)noc3C)n2)cc1,0.5,1.6,0.7,3.2,44,5,·,33,-44,9
COc1ccc(CNC(=O)c2c(O)c3ccccc3n(C)c2=O)cc1OC,-2.6,-1.1,0.6,-0.1,-7,2,-2,10,7,·
CC(=O)Nc1ccc(NC(=O)C(C)NC(C)c2cccc3ccccc23)cc1 (centres undefined),-1.8,4.6,-2.1,2.2,9,0,-5,7,-9,0
O=C(NCCc1cccc(F)c1)C1CCN(S(=O)(=O)c2ccc(F)cc2)CC1,-1.0,-0.1,-1.2,2.4,35,-2,9,-7,-35,-4
CCN(CC)CC(=O)N1N=C(c2cccs2)CC1c1ccco1 (centres undefined),-0.6,2.3,2.5,1.9,-24,-7,1,-8,24,·
Cc1ccccc1-c1ocnc1C(=O)Nc1ccccc1NC(=O)c1ccccn1,-1.2,5.1,3.3,3.8,-6,-7,-5,3,6,1
CC(C)(C)n1ncc2c(=O)n(Cc3ccccc3Br)cnc21,-1.8,4.9,2.4,3.5,6,0,1,10,-6,9
NS(=O)(=O)c1ccc(CCNC(=O)C2(S(=O)(=O)c3ccc(Cl)cc3)CC2)cc1,-0.5,0.3,0.1,0.3,7,1,-5,-1,-7,3

Source: PubChem BioAssay (several laboratories)
